Myeloid diff MLP = myeloid differentiation induction. ER-HoxA9 myeloid progenitors, lysozyme-GFP differentiation, flow cytometry. calls only at 10 µM. 1% of 360,000 active;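 active means normalized GFP-positive differentiation at or above the plate's own cutoff, the solvent-only control mean plus 3 SD; inconclusive means no clear call, values can overlap the other calls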;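 further: cells exposed to compound for four days before flow analysis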
AID2073 = disruptors of CaV2.2 binding to Mint1 – biochemical, HTRF (AID 2073); HTRF protein-protein interaction, Mint1-CaV2.2; higher % means a stronger effect; one-dose inhibition, % at 20 µM; IC50 in µM for titrated hits; 0.19% of 290,000 active; in the data active means inhibition mostly above about 51%, no sharp cut-off; inconclusive means no clear call, values can overlap the other calls; inactive means mostly below about 53%; further: some results filed as inactive read as strong as hits
HIV fusion peptide = inhibitors of HIV fusion peptide binding, primary screen, biochemical, uHTS, fluorescence dequenching (AID 1986) | cell-free peptide binding, fluorescence dequenching, 30 min; higher % means a stronger effect | one-dose inhibition, % at 20 µM; IC50 in µM for titrated hits | 0.3% of 290,000 active; in the data active means inhibition mostly above about 52%, no sharp cut-off; inactive means mostly below about 76%; further: some results filed as inactive read as strong as hits
SIAH1 antagonists = Siah-1 peptide-binding antagonists, primary screen, biochemical, fluorescence polarization, rhodamine-plectin, uHTS (AID 1817); Siah-1 / rhodamine-plectin peptide fluorescence polarization; higher % means a stronger effect; displacement, % at 20 µM; hits with a dose series show IC50 in µM; 0.02% of 290,000 active;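 active means displacement of at least 50% at 20 µM, with a fluorescence ratio check between 0.3 and a set limit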;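 further: plate controls were Siah plus tracer with DMSO for no effect and tracer alone without Siah for full effect; strong numbers were not always called active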
LYP inhibition = inhibitors of LYP phosphatase, biochemical, fluorescence intensity, uHTS (AID 1779); recombinant LYP phosphatase, fluorescence intensity; higher % means a stronger effect; inhibition, % at 11.5 µM; hits with a dose series show IC50 in µM; 0.054% of 290,000 active;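 further: plate controls were vehicle with enzyme for no effect and no enzyme for full effect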
HEK293 NOD2/NF-kB = inhibition of NOD2-driven NF-kB reporter – cell-based, luminescence, uHTS, HEK293 (AID 1566); HEK293 NOD2/NF-kB luciferase reporter, luminescence; higher % means a stronger effect; inhibition, % at 4 µM, or EC50 in µM where a hit was titrated; 0.63% of 290,000 active; further: many of its hits are not listed in these tables
Hep lipid drop = modulators of hepatic lipid droplet formation; AML12 mouse hepatocytes, oleate lipid droplets, BODIPY imaging; AID 1656; inhibition, % at 6.5 µM; 0.4% of 240,000 active;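 active means lipid droplet intensity inhibited by at least 50%, with more than 500 cells counted; inconclusive means wells with under 300 cells, treated as cytotoxic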
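Test system: AML12 mouse liver cells; schedule: overnight exposure; technique: high-content imaging of BODIPY-stained droplets and DAPI nuclei; read-out: % inhibition of corrected integrated BODIPY droplet signal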
Dengue-2 NS5 capping = Dengue-2 NS5 methyltransferase inhibitors, primary screen, biochemical, confirmation dose response (AID 588689); one-dose inhibition, % at 25 µM; IC50 in µM for titrated hits; Dengue-2 NS5 methyltransferase capping enzyme assay, biochemical; higher % means a stronger effect; 0.3% of 340,000 active; in the data active means a potency from the dose series; inconclusive means inhibition above about 29% without an active follow-up result
XIAP displacement = small molecules displacing peptide from XIAP – biochemical, IAP family, fluorescence polarization (AID 1018); XIAP BIR domain, fluorescence polarization peptide displacement; higher % means a stronger effect; displacement, % at 20 µM; hits with a dose series show IC50 in µM; 0.007% of 200,000 active; in the data active means displacement above about 50%; further: a part of the inactive calls stands beside numbers as strong as those of hits
Hep lipid drop cells 6.5 µM = also measured in Hep lipid drop; calls as there; cell count; measured here: cell count, cytotoxicity flag;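 cells counted across two imaged fields per well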
Dengue-2 NS5 capping pilot replicate = recorded beside Dengue-2 NS5 capping, whose call it bears; inhibition, %; measured here: pilot screen replicate inhibition
Myeloid diff MLP GFP+ MAC1+ % = further read-out of Myeloid diff MLP, marked with its call; GFP+ MAC1+ double positive, %; measured here: differentiation confirmed by MAC1 staining
Starred values were filed as active, the others as inactive; i = inactive; ? = inconclusive; nt = not tested or not shown. Unless noted, no stated cut-off is given here; in the data, active means inhibition above about 50%; inactive means the rest. Only part of the results is shown. The share of hits here may be higher or lower than overall.

SMILES	Myeloid diff MLP	Myeloid diff MLP GFP+ MAC1+ %	AID2073	HIV fusion peptide	SIAH1 antagonists	LYP inhibition	HEK293 NOD2/NF-kB	Hep lipid drop	Hep lipid drop cells 6.5 µM	Dengue-2 NS5 capping	XIAP displacement	others
COc1ccccc1N(CC(=O)NCCSc1ccccc1)S(=O)(=O)c1ccccc1	i	0.9	1%	1.6%	-3%	4%	8%	-71	731	-6%	nt
CCN1CCN(C(=O)c2ccc(Cn3c(=O)[nH]c4cc(OC)c(OC)cc4c3=O)cc2)CC1	i	2.5	1%	-1.1%	1%	-4%	4%	5	775	-3%	1.3%
COc1ccc(N(CC(=O)NCc2cccs2)S(=O)(=O)c2cccnc2)cc1	i	2.9	-11%	-1.0%	0%	-3%	6%	nt	nt	2%	-0.5%
COc1ccc(CCNc2cc(N3CCN(C(=O)c4ccc(C)cc4)CC3)ccc2[N+](=O)[O-])cc1OC	nt	nt	-3%	-0.6%	10%	-4%	44%	13	617	nt	-2.4%
CCN(CC(=O)O)S(=O)(=O)c1cc(Cl)ccc1Cl	i	0.4	-16%	1.7%	-3%	-9%	5%	-2	717	-4%	0.2%
COc1cc2c(cc1OC)C(c1cccc(OC)c1OC)CC(=O)N2 (configuration not stated)	i	0.7	-2%	0.2%	4%	-6%	-1%	nt	nt	-10%	-1.2%	Dengue-2 NS5 capping pilot replicate=0.0
Cc1cc(NC(=O)Nc2cc(Cl)sc2Cl)no1	i	0.4	12%	0.2%	-1%	-3%	25%	nt	nt	3%	nt
COc1ccc(CNC(=O)C2CCN(S(=O)(=O)N3CCCCC3)CC2)cc1	?	nt	8%	1.6%	4%	1%	-5%	8	803	-1%	nt
Cc1ccc(C)c(NC(=S)NCc2cccs2)c1	i	0.7	-7%	2.2%	1%	1%	7%	-8	622	7%	-5.4%
NC(=O)Cn1c(=O)n(CC(=O)N2CCCCC2)c(=O)c2sccc21	i	3.9	16%	-0.4%	-4%	-11%	1%	1	731	-3%	nt
COc1cccc(-c2ccc(SCC(=O)N3CCN(c4ccccc4)CC3)nn2)c1	i	0.8	2%	1.0%	-2%	1%	-10%	-7	700	10%	-7.7%
COc1ccccc1C(=O)C1CCCN(C(=O)c2ccccc2Cl)C1 (configuration not stated)	i	4.0	-1%	0.8%	2%	4%	-5%	-35	693	-11%	nt

An excerpt of the results above, for reference:
SMILES	Myeloid diff MLP	Myeloid diff MLP GFP+ MAC1+ %	AID2073	HIV fusion peptide	SIAH1 antagonists	LYP inhibition	HEK293 NOD2/NF-kB	Hep lipid drop	Hep lipid drop cells 6.5 µM	Dengue-2 NS5 capping	XIAP displacement	others
COc1cccc(-c2ccc(SCC(=O)N3CCN(c4ccccc4)CC3)nn2)c1	i	0.8	2%	1.0%	-2%	1%	-10%	-7	700	10%	-7.7%
COc1ccccc1C(=O)C1CCCN(C(=O)c2ccccc2Cl)C1 (configuration not stated)	i	4.0	-1%	0.8%	2%	4%	-5%	-35	693	-11%	nt

The list continues:
SMILES	Myeloid diff MLP	Myeloid diff MLP GFP+ MAC1+ %	AID2073	HIV fusion peptide	SIAH1 antagonists	LYP inhibition	HEK293 NOD2/NF-kB	Hep lipid drop	Hep lipid drop cells 6.5 µM	Dengue-2 NS5 capping	XIAP displacement	others
Cc1ccc(NC(=O)c2cccc3ccccc23)cc1	i	0.3	-5%	2.8%	15%	-9%	-18%	-2	823	-2%	nt
COc1ccc2c(c1)C(=O)CC(c1ccc(OC)c(OC)c1)O2 (configuration not stated)	i	0.7	23%	0.9%	1%	-6%	11%	3	791	-8%	nt
CC(=O)NC1=NN(C(C)=O)C(C)(c2ccc3ccccc3c2)S1 (configuration not stated)	i	0.6	-2%	-0.5%	0%	-8%	0%	7	687	0%	-1.4%
CC(=O)c1sc(=S)n(Cc2ccccc2)c1C	i	0.3	11%	-1.6%	5%	-6%	13%	26	814	2%	nt
CC(OC(=O)CN1C(=O)C2C3C=CC(C4CC34)C2C1=O)C(=O)c1ccccc1 (configuration not stated)	i	0.7	3%	-1.6%	6%	-4%	28%	-1	754	4%	nt
Cc1cc(C)cc(NC(=O)C2C3C=CC4(O3)C2C(=O)N(CCCN2CCCC2)C4C(=O)NC2CCCC(C)C2C)c1 (configuration not stated)	i	0.1	10%	-0.1%	-3%	0%	-11%	nt	nt	-6%	nt
CC(C)[C@H](NC(=O)NCc1cccs1)C(=O)O	i	0.7	-7%	1.4%	0%	-5%	11%	nt	nt	-1%	-2.3%
CN1C(=O)CCC(CCC(=O)O)(c2ccccc2O)C1=O (configuration not stated)	i	0.1	12%	-2.9%	1%	-10%	-2%	nt	nt	-5%	nt
COc1ccc(S(=O)(=O)Nc2ccccc2OC)cc1NC(=O)CC1CC2CCC1C2 (configuration not stated)	i	0.7	8%	2.4%	2%	6%	4%	-1	682	-10%	-4.0%
Cc1nc2ccccn2c1-c1nnco1	i	1.3	0%	-2.4%	0%	-13%	16%	nt	nt	-4%	-0.4%
Cc1ccc2c(c1)CCCN2C(=O)c1cc2ccccc2oc1=O	i	1.0	-5%	-0.7%	0%	-2%	26%	-5	758	2%	-24%
CC(=O)NC(Cc1ccc(C)cc1)C(=O)NC1CCN(S(=O)(=O)c2ccccc2)CC1 (configuration not stated)	i	0.7	10%	-0.8%	0%	-8%	5%	7	784	-6%	nt
CCOCCCNC(=O)C(c1ccc(C)cc1)N(Cc1cccs1)C(=O)c1ccccc1O (configuration not stated)	i	0.2	5%	0.4%	-9%	-11%	19%	-19	659	-8%	1.4%
S=C(NC1CCCCC1)N1CCc2ccccc2C1	i	1.9	-40%	-3.4%	-2%	-1%	-2%	-23	653	-2%	-0.2%
COc1ccc(/C=C/c2nnc(NC(=O)COc3ccccc3)s2)cc1	i	0.2	36%	0.9%	3%	-8%	-18%	7	680	0%	nt
CC(=O)NNc1[nH]c2c(c(=O)c1[N+](=O)[O-])c(=O)n(C)c(=O)n2C	i	0.3	8%	-0.4%	3%	-2%	10%	-1	712	-12%	-3.7%
O=C(CCc1nnc(CCC2CCCCC2)o1)NCCc1ccccn1	i	0.9	-4%	-1.3%	14%	-4%	-11%	10	605	2%	-4.9%
Cc1cc(=O)[nH]c(N/N=C/c2c(C)nn(-c3ccccc3Cl)c2Cl)n1	i	0.4	-5%	-0.5%	-2%	0%	-4%	-14	607	2%	-7.5%
COc1cc(/C=C2\CC/C(=C\c3cc(OC)c(O)c(OC)c3)C2=O)cc(OC)c1O	nt	nt	47%	37%	73%	4%	17%	2	577	-49%	-4.7%
C#CCOCCOCCOCCNc1nc(N2CCN(C(=O)[C@H]([C@@H](C)CC)n3cc([C@@H](N)Cc4ccc(O)cc4)nn3)CC2)nc(N2CCN(C(=O)[C@H](Cc3cc4ccccc4[nH]3)n3cc([C@@H](N)C(C)CC)nn3)CC2)n1 (some centres not stated)	nt	nt	21%	1.4%	-1%	-8%	-17%	18	704	nt	-4.5%
CCN(CC(=O)N1CCN(Cc2ccccc2)CC1)S(=O)(=O)c1ccc(F)cc1	i	0.7	-1%	-1.1%	11%	-9%	3%	-22	834	3%	nt
COc1ccccc1N/C=C/C(=C(C#N)C#N)N(C)C	i	0.4	7%	-0.4%	-3%	2%	15%	14	707	-14%	3.1%
CCOc1ccccc1-c1noc(CCC(=O)Nc2cccnc2)n1	nt	nt	0%	-0.2%	-3%	-13%	28%	6	771	-5%	nt
Cc1cccc(OCCCCc2c(C)n[nH]c2C)c1C	i	5.7	-4%	-1.2%	1%	-6%	9%	-13	718	3%	-2.7%
COc1ccc(NC(=O)CN2CCCCC2)c([N+](=O)[O-])c1	i	1.6	-5%	1.3%	1%	2%	-4%	0	618	-3%	2.5%
CCCc1ccc(OCC(=O)NNC(=O)c2cccnc2)cc1	i	0.8	30%	0.1%	0%	2%	4%	16	731	9%	-6.1%
COc1ccc(-c2cc3c(=O)n(CC(=O)N4CCCCC4)ncn3n2)cc1	i	0.5	13%	3.2%	8%	-10%	-1%	1	794	-5%	nt
COc1ccc(-c2cc3nc4n(c(=O)c3s2)CCCCC4)cc1	i	0.4	9%	-0.2%	0%	-14%	-189%	2	749	4%	nt
CC(C)NC(=O)COC(=O)c1ccc(NS(=O)(=O)c2ccc3c(c2)OCCO3)cc1	i	1.0	5%	0.1%	4%	-3%	8%	5	783	-6%	-5.9%
O=c1c(-c2ccc(Cl)cc2)c[nH]n1-c1ccccc1	i	0.9	3%	-0.8%	-1%	-5%	-18%	8	859	11%	nt
Cc1cc(Cl)ccc1OCC(=O)NC(=S)Nc1ccc(Cl)cn1	i	1.1	-2%	0.9%	5%	-2%	-1%	4	658	-1%	nt
CC(C)N1C(=O)CCC1C(=O)N1CCC(Cc2ccccc2)CC1 (configuration not stated)	i	2.6	-4%	-0.3%	-5%	-6%	1%	-4	735	1%	-3.4%
Cc1ccc(/C(N)=N/OC(=O)c2cccc(Cn3cc(C(F)(F)F)ccc3=O)c2)cc1	i	0.9	0%	-0.3%	-4%	-4%	-18%	11	713	-2%	nt
CCCn1c(=N)n(CC(=O)C(C)(C)C)c2ccccc21	i	0.5	3%	0.5%	3%	-3%	-22%	nt	nt	-8%	-1.8%
NS(=O)(=O)c1ccc(CNC(=O)c2cc(=O)c3cc(Cl)ccc3o2)cc1	i	0.5	10%	1.1%	1%	-7%	9%	nt	nt	-4%	nt
COCCN(C(=O)c1ccccc1F)c1c(N)n(Cc2ccccc2)c(=O)[nH]c1=O	i	0.2	21%	0.6%	24%	-6%	-16%	3	710	-6%	-5.6%
COCCN1CCN(C(=O)c2cc(COc3ccc(F)c(F)c3)on2)CC1	i	3.0	10%	0.1%	-2%	-8%	6%	1	631	5%	nt
COc1ccc(N2CCN(Cc3nc4cc(Cl)ccc4c(=O)[nH]3)CC2)cc1	i	0.0	7%	-1.9%	17%	-10%	20%	4	748	1%	-3.8%
Cc1cc(Nc2ccc([N+](=O)[O-])cc2)c2ccccc2n1	i	0.2	0%	0.3%	2%	-6%	-2%	15	801	-8%	nt
CCOc1ccc(-c2nnc(-c3ccccc3)o2)cc1	nt	nt	7%	3.9%	11%	-13%	11%	1	720	-11%	-3.7%
COc1cccc(NC(=O)C(C#N)Cc2ccncc2)c1 (configuration not stated)	i	0.9	-9%	1.5%	8%	1%	4%	nt	nt	-9%	-2.4%	Dengue-2 NS5 capping pilot replicate=6.4
O=C(NCCN=C1NS(=O)(=O)c2ccccc21)c1ccc(S(=O)(=O)N2CCOCC2)cc1	i	3.3	4%	0.4%	-6%	-4%	-41%	-2	716	15%	-6.6%
CN1CCN(CCCNC(=O)c2ccc(/C=C3\Oc4ccccc4N(Cc4ccc(Cl)cc4)C3=O)cc2)CC1	?	nt	?	6.4%	2%	-21%	22%	-19	665	-10%	nt
COC(=O)C1=C(C)NC(C)=C(C(=O)OC)C1/C=C/c1ccccc1	i	5.1	10%	-2.7%	3%	4%	0%	13	727	-2%	-4.6%
